Source: PubChem BioAssay (several laboratories)
LANA DNA inh = inhibitors of KSHV LANA C-terminal domain DNA binding. MBP-C-LANA/FAM-LBS DNA binding, fluorescence polarization. inhibition, % at 9 µM. 0.078% of 340,000 active. AID 504423;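 active = highest replicate inhibition at or above 60% at 9 µM, even if other replicates fall short; inactive = all replicates below 60% inhibition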;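 note: 0% = neutral control wells and 100% = 4 µM acridine orange control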
Rtt109 HAT inh = C. albicans Rtt109 histone acetyltransferase inhibition. Q5AAJ8. purified Rtt109/Vps75, ThioGlo CoA-SH fluorescence, 4 h. inhibition, % at 34.9 µM. 0.16% of 330,000 active. AID 540336;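 active = inhibition of at least 50% in every replicate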
Target sequence (Q5AAJ8 whole entry, looked up): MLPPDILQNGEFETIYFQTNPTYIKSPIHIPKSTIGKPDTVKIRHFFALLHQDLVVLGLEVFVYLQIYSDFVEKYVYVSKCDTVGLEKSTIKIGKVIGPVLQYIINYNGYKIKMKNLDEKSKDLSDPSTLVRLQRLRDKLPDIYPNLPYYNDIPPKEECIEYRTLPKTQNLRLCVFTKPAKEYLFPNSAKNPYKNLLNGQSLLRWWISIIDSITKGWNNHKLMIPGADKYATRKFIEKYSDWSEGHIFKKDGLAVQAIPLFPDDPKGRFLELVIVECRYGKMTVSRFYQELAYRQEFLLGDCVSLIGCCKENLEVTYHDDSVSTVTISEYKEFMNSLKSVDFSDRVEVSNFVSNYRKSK
PKA-R2B activ = activates the human PKA-R2B holoenzyme complex | activation, % at 11.4 µM | 0.079% of 340,000 active | PKA-R2B holoenzyme dissociation, Cy5-IP20 fluorescence polarization; R2B truncated from residue 108, S112A mutant; 0% DMSO only, 100% 113 µM cGMP;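 active = activation above a cutoff set at the mean over all compounds plus 3 SD, cut at about 18% in these data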;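 note: higher means more holoenzyme dissociation and a rise in polarization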
Target sequence (P31323 whole entry, looked up, other chains not shown, the tested form may be a part): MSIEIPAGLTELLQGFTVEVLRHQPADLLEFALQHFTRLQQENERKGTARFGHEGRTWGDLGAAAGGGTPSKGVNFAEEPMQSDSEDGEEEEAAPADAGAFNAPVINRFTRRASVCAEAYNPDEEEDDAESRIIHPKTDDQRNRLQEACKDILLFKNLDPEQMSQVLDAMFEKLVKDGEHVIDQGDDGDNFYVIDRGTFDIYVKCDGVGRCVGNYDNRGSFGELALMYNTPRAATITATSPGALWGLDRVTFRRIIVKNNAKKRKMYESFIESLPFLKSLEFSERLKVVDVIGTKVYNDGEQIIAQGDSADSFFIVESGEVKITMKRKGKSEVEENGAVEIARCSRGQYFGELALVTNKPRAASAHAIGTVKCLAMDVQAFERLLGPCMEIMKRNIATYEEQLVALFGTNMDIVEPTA
SR-BI uptake up = enhances SR-BI lipid uptake from DiI-HDL; CHO ldlA[mSR-BI] cells, DiI-HDL uptake fluorescence, 3 h; 100 = double the neutral-control signal; activation, % at 12.5 µM; 0.096% of 320,000 active;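 active = mean replicate activation of at least 60% and every replicate at or above 60%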;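 note: 0% = median plate neutral-control signal and 100% = twice that signal; values of inactives mirror those of a sister screen read the other way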
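Assay system: LDL receptor-deficient CHO ldlA cells overexpressing murine SR-BI / Medium: BSA-supplemented, HEPES-buffered Ham's F12, pH 7.4 / Probe or stimulus: DiI-labelled HDL at 10 µg/mL final / Timing: compound with DiI-HDL co-incubation, 3 h at 37 °C / Technique: bottom-read cell fluorescence after medium removal, ex 550/em 595 nm / Measure: HDL uptake via cellular fluorescence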
Keap1-Nrf2 PPI = Keap1-Nrf2 (human) interaction inhibition. Keap1 Kelch-Nrf2 peptide fluorescence polarization, 1536-well. inhibition, % at 9.4 µM. AID 504523. 0.15% of 340,000 active. Q14145; in the data active = inhibition above about 12%;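 note: human Keap1 Kelch domain with fluorescein labeled Nrf2 9mer peptide probe; 0% = neutral control wells and 100% = peptide positive control; higher means more block of Keap1 binding to Nrf2 peptide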
RTF Ca sens inh = cardiac RTF calcium desensitization; IANBD-labeled cardiac RTF, Ca2+ fluorescence; inhibition, % at 7.15 µM; 0.12% of 340,000 active; AID 493244;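 active = inhibition above the mean inhibition of all tested compounds plus 3 SD, cut at about 17% in these data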;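 note: assay run at fixed EC70 calcium of 1.6 mM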
cardiac RTF act = cardiac RTF calcium sensitization; IANBD-labeled TnC RTF fluorescence at EC20 calcium; 0% EC20 calcium, 100% full calcium; AID 493008; P19429+P45379; activation, % at 7.2 µM; 0.24% of 340,000 active;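 active = activation above the mean over all tested compounds plus 3 SD, cut at about 30% in these data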;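 note: rise in fluorescence read as greater calcium sensitivity of cardiac thin filaments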
DAGLB inhibitor = diacylglycerol lipase beta (human) inhibition; HEK293T DAGLB membrane lysate, EnzChek fluorogenic substrate; inhibition, % at 5.17 µM; Q8NCG7; 0.059% of 340,000 active; in the data active = inhibition above about 34%;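 note: 0% = enzyme with vehicle and 100% = wells lacking enzyme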
CAL PDZ FP-1 = inhibitors of human CAL PDZ peptide binding; Q9HD26; purified CAL PDZ, TMR-peptide fluorescence polarization, 1 h; inhibition, % at 24.9 µM; 0.92% of 300,000 active; AID 602252;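 active = mean inhibition of at least 30% with at least half of replicates also reaching 30%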;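 note: 0% = DMSO neutral control and 100% = excess unlabeled competitor peptide PRC23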
CAL PDZ FP-2 = human CAL PDZ-peptide interaction inhibition; 0.02% of 330,000 active; purified CAL PDZ, TMR-peptide fluorescence polarization, 1 h; Q9HD26; inhibition, % at 20 µM; AID 504414;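 active = highest replicate inhibition of at least 40%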;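 note: plate controls were DMSO neutral control wells for no effect and unlabeled competitor peptide control wells for full effect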
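Test system: purified CerCALP PDZ construct; Compound dosing: one concentration, 20 µM compound; Also added: TMR-labelled reporter peptide T*-PRC34 bound in PDZ groove; Read-out: inhibition from polarization loss; Controls: unlabelled peptide and DMSO controls; Signal: FP readout, S and P plane fluorescence; Incubation: 1 h at RT.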
* hit, by the source's call; . = not tested or not shown.

SMILES	LANA DNA inh	Rtt109 HAT inh	PKA-R2B activ	SR-BI uptake up	Keap1-Nrf2 PPI	RTF Ca sens inh	cardiac RTF act	DAGLB inhibitor	CAL PDZ FP-1	CAL PDZ FP-2
CCc1ccc2oc(C(=O)NCC(c3ccc(OC)cc3)N3CCCCC3)c(C)c2c1 (centres undefined)	-0.1	-6	-10	-35	1	-1	-4	-6	-2	-1.4
CC12CCC(C(=O)N(CC(O)CN3CCCCCC3)C1=O)C2(C)C (centres undefined)	-0.1	-1	-2	9	-2	0	-6	0	6	-2.1
CC1=NN(C(=O)COc2ccccc2C)C(O)(c2ccc(Cl)cc2)C1 (centres undefined)	1.5	-5	2	1	0	-10	-5	1	0	-2.2
Cc1[nH][nH]c(=O)c1C(c1ccc([N+](=O)[O-])cc1)c1c(C)[nH][nH]c1=O	-0.5	10	-7	-5	1	-5	1	2	2	-0.3
CCCCOc1ccc(C(=O)NCC(=O)N(C)CC(=O)Nc2ccc(N3CCOCC3)cc2)cc1	1.4	-2	-4	-82	1	-6	-8	0	-1	-2.5
COc1ccc(CC(NC(C)=O)C(=O)NC2CCN(C(=O)C3CCCCC3)CC2)c(OC)c1 (centres undefined)	-0.9	-5	-10	13	-8	-10	-9	2	-3	0.5
CC1CC(C)(C)NC2(CCCC2)N1 (centres undefined)	-0.6	6	-2	15	-2	10	-8	-1	-2	0.4
C=CCSc1nnc(Cc2cc(=O)[nH]c(=O)[nH]2)n1-c1cc(C)ccc1C	2.4	2	6	4	-1	5	8	0	0	-2.8
COc1ccc(N2C(=O)CC(N3CCC(C(N)=O)CC3)C2=O)cc1 (centres undefined)	0.2	0	6	14	-3	1	-2	3	.	-0.2
CCC(=NCc1ccccc1)c1c(C(F)(F)F)[nH]n(-c2nc3ccccc3s2)c1=O	-1.7	-7	-11	-23	0	-1	-4	4	-2	-2.2
CC(C)c1ccc2c(c1)C(c1ccc(N3CCOCC3)cc1)=NNC(c1cccs1)=N2	0.8	-12	-16	-11	-2	-6	3	-2	-5	-1.7
COc1ccc(S(=O)(=O)N2CCC(C(=O)N3CCc4ccccc4C3)CC2)cc1C	-0.9	0	-7	-5	-1	-6	-6	1	-5	-2.3

An excerpt from above in order of length of the SMILES, lowest first.
SMILES	LANA DNA inh	Rtt109 HAT inh	PKA-R2B activ	SR-BI uptake up	Keap1-Nrf2 PPI	RTF Ca sens inh	cardiac RTF act	DAGLB inhibitor	CAL PDZ FP-1	CAL PDZ FP-2
CC1CC(C)(C)NC2(CCCC2)N1 (centres undefined)	-0.6	6	-2	15	-2	10	-8	-1	-2	0.4
CC12CCC(C(=O)N(CC(O)CN3CCCCCC3)C1=O)C2(C)C (centres undefined)	-0.1	-1	-2	9	-2	0	-6	0	6	-2.1
C=CCSc1nnc(Cc2cc(=O)[nH]c(=O)[nH]2)n1-c1cc(C)ccc1C	2.4	2	6	4	-1	5	8	0	0	-2.8
COc1ccc(S(=O)(=O)N2CCC(C(=O)N3CCc4ccccc4C3)CC2)cc1C	-0.9	0	-7	-5	-1	-6	-6	1	-5	-2.3
CC(C)c1ccc2c(c1)C(c1ccc(N3CCOCC3)cc1)=NNC(c1cccs1)=N2	0.8	-12	-16	-11	-2	-6	3	-2	-5	-1.7
COc1ccc(CC(NC(C)=O)C(=O)NC2CCN(C(=O)C3CCCCC3)CC2)c(OC)c1 (centres undefined)	-0.9	-5	-10	13	-8	-10	-9	2	-3	0.5

Following part
SMILES	LANA DNA inh	Rtt109 HAT inh	PKA-R2B activ	SR-BI uptake up	Keap1-Nrf2 PPI	RTF Ca sens inh	cardiac RTF act	DAGLB inhibitor	CAL PDZ FP-1	CAL PDZ FP-2
COc1ccc(NC(=O)CSc2nnc(-c3ccccn3)n2N)cc1	-0.3	-2	-3	7	1	1	0	1	.	-0.3
C=CCc1cccc2cc(C(=O)Nc3ccc(S(=O)(=O)Nc4nnc(CC)s4)cc3)c(=O)oc12	-0.1	-5	6	-5	-4	-9	-2	1	-1	0.2
C/C(CC(=O)Nc1ccc2c(c1)OCO2)=N\NC(=O)OC(C)(C)C	0.1	-6	-12	9	0	3	-3	-1	-2	0.0
COc1ccc(Cl)c(NC(=O)Nc2c(C)n(-c3ccccc3)c(=O)n2C)c1	-1.0	15	-15	-5	1	2	-4	-1	.	0.3
O=C(NCCN1CCN(C(=O)c2cccs2)CC1)c1cccs1	49	-18	-22	-7	-7	-7	7	0	-5	-0.3
CCCn1c(CCC(=O)O)ccc1-c1ccccc1	-0.9	-15	-9	4	-2	-8	4	-1	-2	-0.7
O=C(N/N=C/c1cc(Cl)cc([N+](=O)[O-])c1O)NC12CC3CC(CC(C3)C1)C2	-1.4	5	-4	14	0	-16	-6	13	-3	-0.3
C/C(=N\NC(=O)c1ccccc1)c1ccc2c(c1)OCO2	-0.3	6	-4	33	-8	-11	0	-7	.	-1.0
O=C(c1ccc(CS(=O)c2ccccc2Cl)o1)N1CCN(c2ccccn2)CC1 (centres undefined)	0.3	1	-4	-32	-5	7	3	-1	0	-2.0
CCOC(=O)C1=C(CP(=O)(c2ccccc2)c2ccccc2)NC(=O)NC1c1ccc(Cl)cc1 (centres undefined)	1.2	23	-1	17	-4	14	-4	3	-5	-0.8
CC(C)(C)C1CCc2onc(C(=O)Nc3cccnc3)c2C1 (centres undefined)	1.1	8	-2	9	-2	-1	0	2	.	-0.6
COc1ccc(C2N=C(N)N=C(N)N2c2ccccc2OC)cc1OC (centres undefined)	1.4	-4	7	18	0	7	-1	1	-2	-0.2
CSc1nnc(-c2cc3c(-c4ccccc4)nn(C)c3s2)n1C	-2.8	3	1	-1	4	-2	-1	0	-6	-5.3
O=C(CSc1nncs1)Nc1ccc2c(c1)OCO2	1.7	.	-1	0	-1	2	0	0	-6	-0.1
CN(C)S(=O)(=O)c1cccc(C(=O)Nc2ccccc2N2CCCCC2)c1	-1.9	6	-3	-23	0	-12	0	-1	.	-0.2
COc1ccc(Cl)cc1NC(=O)N1CCN(S(C)(=O)=O)CC1	1.0	26	4	-4	9	0	0	1	0	-0.4
Cc1ccc2c(c1)N(C(=O)CCC(=O)NCCCN1CCOCC1)CCO2	1.1	-4	-6	57	-5	0	0	0	.	-0.8
CCOC(=O)/C(C(N)=NCC(C)C)=C(/O)c1ccccc1	-0.8	7	0	17	0	6	-1	-2	-18	-1.3
CC(=O)Nc1ccc(S(=O)(=O)N2CCCC(C(=O)O)C2)cc1 (centres undefined)	1.8	2	-4	10	-3	-20	1	-3	-4	-0.7
COc1ccccc1/C=N/NC(=O)c1ccc(Cn2nc([N+](=O)[O-])cc2C)cc1	-0.6	6	-1	-67	-3	-16	4	-2	.	-1.8
Cc1cc(NS(=O)(=O)c2ccc(NC(=O)/C=C/c3c(F)cccc3Cl)cc2)no1	-1.2	6	-6	-3	1	3	-4	7	-1	-5.2
O=C(Nc1cccc(S(=O)(=O)N2CCOCC2)c1)c1ccccc1[N+](=O)[O-]	1.7	1	-9	-1	-2	3	6	1	.	0.3
CN1CCN(C(=O)c2ccc3c(c2)N(Cc2cccc(Cl)c2)C(=O)c2ccccc2S3(=O)=O)CC1	-0.4	-3	-10	-5	-4	-4	5	0	1	-1.3
O=C1OC(Nc2ccc(Br)cc2F)c2ccccc21 (centres undefined)	-0.4	-1	-6	0	0	5	-1	-3	-1	1.0
CCN(CC)CCNC(=O)C(C)c1nn(CC)c(=O)c2ccccc12 (centres undefined)	2.8	0	4	-3	-5	13	0	0	-1	-1.0
CCCCN(CC)CCNC(=S)Nc1ccc2nc(N3CCN(C)CC3)cc(C)c2c1	-1.8	-18	-6	9	-2	-7	3	2	-5	1.2
CC(Oc1ccc(Cl)cc1Cl)C(=O)NNC(=O)c1cccnc1 (centres undefined)	-1.1	-1	-18	-12	-4	4	-8	-2	-2	-2.7
O=C(COc1ccccc1Cl)N1N=C(c2cccs2)CC1c1ccco1 (centres undefined)	-1.1	1	-3	17	-4	-11	2	1	2	-2.7
CC(C)OC(=O)C(C)(C)Oc1ccc(C(=O)c2ccc(Cl)cc2)cc1	2.6	-14	2	-93	-6	5	-4	-9	1	-0.9
COc1ccc(C(CNC(=O)c2cc3c(s2)CCC(C)C3)N2CCOCC2)cc1 (centres undefined)	-0.4	-1	-2	-7	-3	-12	-2	-4	-3	-1.8
CCn1nc(C(=O)NCC(c2cccs2)N2CCOCC2)c2ccccc2c1=O (centres undefined)	1.0	9	-2	9	-1	-5	0	2	-1	-1.5
O=[N+]([O-])c1ccc(NN=Cc2ccc(O)cc2)nc1	0.0	3	-7	-35	-2	7	-6	7	-1	0.6

Entries of single compounds, quoted from the list. Screens in order: LANA DNA inh, Rtt109 HAT inh, PKA-R2B activ, SR-BI uptake up, Keap1-Nrf2 PPI, RTF Ca sens inh, cardiac RTF act, DAGLB inhibitor, CAL PDZ FP-1, CAL PDZ FP-2
`CCn1nc(C(=O)NCC(c2cccs2)N2CCOCC2)c2ccccc2c1=O` (centres undefined) is entered as 1.0, 9, -2, 9, -1, -5, 0, 2, -1, -1.5
`CC(Oc1ccc(Cl)cc1Cl)C(=O)NNC(=O)c1cccnc1` (centres undefined) is entered as -1.1, -1, -18, -12, -4, 4, -8, -2, -2, -2.7
